# From PubChem BioAssay
# MITF act: activators of MITF-driven TRPM1 promoter reporter, primary screen, cell-based, SK-MEL-5, luciferase, single point | SK-MEL-5 TRPM1-promoter luciferase, 24 h; % of positive control, neutral wells = 0 | activation, % at 12.5 µM | 0.75% of 300,000 active;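 active = mean activation of at least 80% with every replicate also reaching 80%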;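 also: 0% = neutral control wells and 100% = parthenolide positive control wells; values of inactives mirror those of a sister screen read the other way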
# CDK5 inh: inhibitors of human CDK5/p35 kinase, primary screen, biochemical, single concentration | inhibition, % at 10 µM | 0.01% of 330,000 active | Cyclin-dependent kinase 5 (Homo sapiens) + Cyclin-dependent kinase 5 activator 1 (Homo … | Recombinant CDK5/p35, ADP-Glo luminescence, 60 min | AID 488839, 2010;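 active = highest replicate inhibition of at least 50% and at least 75% of replicates reaching 50%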;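 also: plate controls were DMSO neutral control for no effect and GW8510 at 10 µM for full effect; many of its hits are not listed in these tables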
# dFosB act: activators of delta FosB homodimer, primary screen, biochemical, fluorescence polarization, TAMRA-CDK5 oligo, single point; Protein FosB (Mus musculus), P13346; purified delta FosB; percent of positive-control signal above neutral wells; activation, % at 25 µM; 0.99% of 340,000 active; AID 493131, 2011;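 active = mean activation above about 17%, with every replicate also reaching it, limit read from the data, passing the limit was not always enough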;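 also: fluorescence polarization rise as delta FosB binds a TAMRA Cdk5 AP-1 oligo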
# Target sequence (P13346 whole entry, looked up): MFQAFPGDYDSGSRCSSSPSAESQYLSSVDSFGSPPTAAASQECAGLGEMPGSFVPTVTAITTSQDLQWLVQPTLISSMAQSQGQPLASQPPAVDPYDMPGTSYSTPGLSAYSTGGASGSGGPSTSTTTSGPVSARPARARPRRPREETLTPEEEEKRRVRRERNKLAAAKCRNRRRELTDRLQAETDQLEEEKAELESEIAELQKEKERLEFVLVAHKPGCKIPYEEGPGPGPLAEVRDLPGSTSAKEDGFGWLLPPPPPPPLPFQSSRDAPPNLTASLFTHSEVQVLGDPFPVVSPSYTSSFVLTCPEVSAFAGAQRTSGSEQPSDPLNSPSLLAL
# HTR5A inv ctr: HTR5A inverse agonists in luminescence cell assay, primary screen, counter-screen for OPRM1-OPRD1 heterodimer inverse agonist project, full-deck HTS; 5-hydroxytryptamine receptor 5A (Homo sapiens), P47898; HTR5A cell line, inverse agonism; inhibition, % at 9.3 µM; 0.083% of 340,000 active; in the data active = inhibition mostly above about 23%, no sharp cut-off; inactive = mostly below about 18%;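 also: 0% = cells with DMSO and 100% = no-cell wells with DMSO; some compounds called inactive have numbers as strong as hits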
# Wnt bcat act: Wnt/beta-catenin pathway activators, primary screen, cell-based, plate reader, single point. Wnt/beta-catenin reporter cell assay, activator. activation, % at 9.35 µM. 1.2% of 300,000 active. AID 743398, 2014; in the data active = activation above about 30%, passing the limit was not always enough;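 also: 0% = neutral control wells and 100% = positive control wells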
# PvdQ acylase: P. aeruginosa PvdQ acylase inhibitors, primary screen, biochemical, fluorescence, plate reader and imaging, single point | purified PvdQ acylase | inhibition, % at 10 µM | 0.063% of 340,000 active | PvdQ acylase [Pseudomonas aeruginosa LESB58]; in the data active = inhibition above about 30%, passing the limit was not always enough;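 also: 0% = vehicle neutral wells and 100% = reference inhibitor wells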
# HTR5A ag: HTR5A agonists in luminescence cell assay, primary screen, counter-screen for OPRM1-OPRD1 heterodimer agonist project, full-deck HTS | 5-hydroxytryptamine receptor 5A (Homo sapiens), P47898 | cell-based | activation, % at 9.3 µM | 0.61% of 340,000 active | AID 504692, 2011; in the data active = activation mostly above about 9.5%, no sharp cut-off; inactive = mostly below about 7.6%;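 also: 0% = cells with vehicle only and 100% = reference agonist; strong numbers were not always called active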
# NSD2 HMT inh: NSD2 histone methyltransferase inhibitors, primary screen, biochemical, AlphaScreen, single concentration, set 2. 0.54% of 310,000 active. NSD2 peptide methylation, 120 min. inhibition, % at 12.5 µM; in the data active = inhibition above about 50%
# V-ATPase pHluor: regulators of yeast V-ATPase proton pumping, primary screen, pHLuorin cytosolic pH fluorescence. 0.37% of 350,000 active. S. cerevisiae. AID 504577, 2011. response, % at 10 µM; in the data active = response mostly above about 7.3%, no sharp cut-off; inactive = mostly below about 5.4%; also: actives read high; inactives centre near 0; some compounds called inactive have numbers as strong as hits; reference of the scale not given here
# SR-BI HDL uptake: inhibitors of SR-BI mediated HDL lipid uptake, primary screen, ldlA[mSR-BI] cells, fluorescence, single point. ldlA[mSR-BI] CHO cells, DiI-HDL uptake fluorescence, 3 h. inhibition, % at 12.5 µM. 0.96% of 320,000 active;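 active = mean replicate inhibition of at least 70% and a set share of replicates each scoring 70 or more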;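 also: 0% = median of neutral control wells and 100% = median of positive control wells; values of inactives mirror those of a sister screen read the other way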
# Target sequence (Q61009 whole entry, looked up): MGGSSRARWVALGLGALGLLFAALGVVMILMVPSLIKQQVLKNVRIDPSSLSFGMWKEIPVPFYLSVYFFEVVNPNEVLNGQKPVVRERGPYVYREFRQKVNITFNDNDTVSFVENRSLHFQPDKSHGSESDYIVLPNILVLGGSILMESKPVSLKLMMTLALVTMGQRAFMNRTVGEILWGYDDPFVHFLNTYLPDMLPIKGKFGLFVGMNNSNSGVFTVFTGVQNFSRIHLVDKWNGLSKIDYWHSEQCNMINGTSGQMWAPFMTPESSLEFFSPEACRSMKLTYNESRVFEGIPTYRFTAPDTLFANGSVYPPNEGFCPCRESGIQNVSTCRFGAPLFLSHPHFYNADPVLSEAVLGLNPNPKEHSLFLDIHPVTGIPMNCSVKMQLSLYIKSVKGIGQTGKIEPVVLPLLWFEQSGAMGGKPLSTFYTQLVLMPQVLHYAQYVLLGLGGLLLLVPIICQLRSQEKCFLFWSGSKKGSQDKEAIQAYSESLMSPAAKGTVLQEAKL
# Active calls of the source: *; x = not tested or not shown; & = joins results of further samples.
SMILES,MITF act,CDK5 inh,dFosB act,HTR5A inv ctr,Wnt bcat act,PvdQ acylase,HTR5A ag,NSD2 HMT inh,V-ATPase pHluor,SR-BI HDL uptake
CC(=O)N1CCN(c2ccc(NC(=O)C(C)Oc3ccc(Cl)cc3Cl)cc2)CC1 (centres undefined),1,-0.2,-19,0,x,-2,0,23,11,17
CC(=O)c1ccc(S(=O)(=O)N2CCN(c3nn(C)c(=O)n(C)c3=O)CC2)cc1,7,-0.5,3,-11,-4,-7,4,0,6,-25
CCO[C@@H]1OC(C(=O)N2CCOCC2)=C[C@H](C2CC2)[C@H]1CCCO,13,-5.8,7,-1,-5,-13,1,x,0,-21
CCOC(=O)c1sc(N)nc1C(C)C,x,0.8,4,-21,-1,-5,0,0,2,-14
COc1ccccc1C1/C(=C(/O)c2ccc(OC(C)C)cc2)C(=O)C(=O)N1c1cc(C)on1 (centres undefined),x,0.1,-3,-27,-12,4,4,-5,-2,-38
CCN(CC)CC(O)c1ccc2ccc3ccc(O)cc3c2c1 (centres undefined),8,0.7,4,-35,3,-6,9,16,-2,18
COc1ccc(-c2ccc(NC(=O)c3ccc(Br)o3)cc2)nn1,98*,2.0,15,-12,31*,-12,5,-1,-1,11
O=c1cc(CN2CCOCC2)c2cc(Cl)ccc2o1,7,-0.2,-4,-2,-1,-14,0,-5,2,17
CC(C)(CNC(=O)C1CCCC1)CNC(=O)C1CCCC1,1,2.3,-4,-5,-2,-6,0,-2,1,2
O=C1N(Cc2cccnc2)C[C@@H]2C[C@@H](c3cccc(OCc4ccccc4)c3)N3CCC[C@@]123,-2,1.1,-3,2,-1,9,-1,2,6,20
CN1C=CC(=O)[C@@H](OC(=O)Nc2ccc(Br)cc2)[C@H]1c1ccccc1Br,-26,-0.1,-13,1,-2,-9,0,x,3,-36
O=C(CN1C(=O)CCSc2ccccc21)NC1CCCCC1,-3,-5.3,-10,-16,-4,-22,0,x,-9,1
O=C(c1coc2ccc(O)cc12)C1CC1,12,1.7,1,-5,x,-7,-3,0,0,-4
CC(=O)N=Cc1c(C)c(C#N)c(=O)n(C)c1O,4,-1.9,-2,7,0,-12,3,101*,-5,-18
CC(=O)c1ccc(COC(=O)c2cc3ccccc3oc2=O)cc1,34,0.1,-2,13,0,-8,-3,3,-2,4
COc1ccc(NC(=S)N(CCCN2CCOCC2)Cc2ccco2)cc1,9,-2.0,1,-2,-1,-4,1,-1,1,-18
COC(=O)C1=C(C)N(CC2CCCO2)C(=O)/C1=C\c1ccc(O)cc1 (centres undefined),-16,-0.8,4,0,x,-19,3,0,-1,-5
Cc1ccc2c(C)c(C(=O)N(C)C(C)c3ccncn3)oc2c1C (centres undefined),8,-0.5,-1,6,5,-3,0,23,2,17
O=C(c1ccco1)N1CCN(CC(=O)N(C2CCCCC2)C2CCS(=O)(=O)C2)CC1 (centres undefined),-2,-1.6,3,6,x,-18,2,-1,-1,-1
O=C(NCCc1ccccc1)C1CCN(S(=O)(=O)c2ccccc2)CC1,-5,0.2,4,-11,x,-5,3,1,0,7
COc1cc(OC)c(C=CC(=O)c2ccccc2O)c(OC)c1,22,-8.0,-7,2,9,-3,0,0,5,73*
CC(C)c1ccc(/C=N/NC(=O)c2ccccc2Cl)cc1,31,-2.6,-11,4,6,-17,0,2,-2,-3
COc1cc2c(cc1OC)C(c1cc(OC)c(OC)c(OC)c1)NCC2 (centres undefined),-5,0.7,-8,1,0,-16&-6,-1,0,0,-5&10
Cc1ccc(NC(=O)C2(S(=O)(=O)c3ccc(Cl)cc3)CC2)c(Br)c1,12,1.8,0,-6,7,8,-3,-10,-5,17
COc1ccc(S(=O)(=O)N2CCCCC2)cc1NC(=O)CCCOc1ccc(C)cc1,-4,-0.2,-3,-17,-1,-3,0,x,3,61
SMILES,MITF act,CDK5 inh,dFosB act,HTR5A inv ctr,Wnt bcat act,PvdQ acylase,HTR5A ag,NSD2 HMT inh,V-ATPase pHluor,SR-BI HDL uptake
C/C(=N/NC(=O)c1cc(-c2ccc(Br)s2)[nH]n1)c1ccco1,10,1.1,-11,3,4,4,-1,0,5,1
Cc1ccc(S(=O)(=O)N(C)C)cc1NC(=S)NCCCn1ccnc1,17,1.2,-6,8,0,-7,-3,0,-1,4
CC(C)(C)NS(=O)(=O)c1ccc2nc(NC(=O)Cc3cccs3)sc2c1,-6,0.4,-6,-19,x,-14,7,-2,-1,5
Cc1ccc(NC(=O)CCSc2nnc(C)s2)cc1,x,-0.7,1,-16,x,-18,5,-3,6,7
O=C1C=C(c2cccc(Br)c2)C[C@@H](c2ccc(F)cc2)C1,5,-0.3,-9,-24,3,63*,-3,x,4,35
CCn1c(SCC(=O)c2cc(C)ccc2C)nc2cc(S(=O)(=O)N3CCOCC3)ccc21,-10,-1.6,6,9,-5,-9,5,-1,2,39
Cc1ccc2[nH]c(=O)c3cc(C(=O)N(C)Cc4ccco4)sc3c2c1,x,-3.5,-63,-23,2,-9,7,x,-4,54
Cc1ccc2sc(-c3ccc(NC(=O)/C=C\C(=O)O)cc3)nc2c1,30,0.4,-23,10,3,-4,3,4,1,3
Cc1ccc(C(=O)CCC(=O)OCC(=O)N(C)c2c(N)n(Cc3ccccc3)c(=O)[nH]c2=O)cc1,2,-1.5,-1,-3,2,-17,1,1,4,15
O=C(Nc1nc(-c2cccs2)c(C(=O)C(F)(F)F)s1)c1ccco1,0,-1.4,-10,20,-1,-8,-5,1,1,2
COc1ccc(C(=O)NCC(=O)OCC(=O)c2ccc3c(c2)NC(=O)CO3)cc1,-9,-1.7,-6,-2,-1,-13,-3,-3,6,6
COc1ccc2[nH]c(C(=O)N3CCCN(Cc4ccc(F)cc4)CC3)cc2c1,-26,-1.0,-4,2,-6,-11,5,4,2,x
O=C(COc1cc(Cl)ccc1Cl)Nc1nnc(CC(=O)N2CCOCC2)s1,-10,0.1,2,-2,-2,8,1,4,-2,12
NNC(=O)c1cccn(Cc2ccc(Cl)cc2Cl)c1=O,-3,-0.6,-10,-2,0,4,0,0,4,4
O=S(=O)(NCCOCC(F)(F)C(F)F)c1ccc2oc3ccccc3c2c1,-5,-5.3,-1,-12,x,-6,3,-1,-1,x
COc1ccc(CCNC(=O)c2nnn(CC(=O)Nc3cccc(F)c3)c2N)cc1OC,-4,1.0,11,-12,-3,-2,4,-1,2,37
Cc1nc(NCCNC(=O)c2ccco2)c2c(C)c(C)sc2n1,10,-2.1,2,0,2,-15,-2,-5,3,-11
Nc1ccc(Nc2nc(-c3cc4ccccc4oc3=O)cs2)cc1,12,6.5,-7,-9,3,-1,9,0,3,31
COc1ccccc1CC(=O)N1CCC(CCC(=O)NC2CC2)CC1,10,0.5,-6,11,-1,-8,0,-3,-2,-13
CCOC(=O)NN=C1CN(S(=O)(=O)c2ccc(C)cc2)C1,6,-1.3,-4,8,-1,2,-2,-6,-1,-9
COc1ccc(CCNC(=O)C2CC(=O)N(c3ccccc3)C2)cc1OC (centres undefined),6,0.2,-5,6,x,-8,5,-1,-1,13
CC[N+](CC)(CC#Cc1ccccc1)CC(=O)c1ccc(Cl)cc1,-8,-1.3,2,-16,-1,-4,-2,3,-1,-29
CCOC(=O)N1CCC(c2cc(=O)n(-c3ccccc3)[nH]2)CC1,-13,0.5,-3,-12,-1,-5,11,2,2,-17
O=C(NCCc1ccccc1)c1ccc(-c2ccccc2Cl)o1,21,2.4,5,-13,1,10,8,x,0,-11
CN(C)C(=O)c1ccc(NC(=O)c2cccc(S(=O)(=O)N3CCN(Cc4ccccc4)CC3)c2)cc1,-1,-1.6,-5,-1,-5,-11,0,2,-1,8

# Reformatted: entries from further up.
Structure	MITF act	CDK5 inh	dFosB act	HTR5A inv ctr	Wnt bcat act	PvdQ acylase	HTR5A ag	NSD2 HMT inh	V-ATPase pHluor	SR-BI HDL uptake
Cc1ccc(C(=O)CCC(=O)OCC(=O)N(C)c2c(N)n(Cc3ccccc3)c(=O)[nH]c2=O)cc1	2	-1.5	-1	-3	2	-17	1	1	4	15
O=C(Nc1nc(-c2cccs2)c(C(=O)C(F)(F)F)s1)c1ccco1	0	-1.4	-10	20	-1	-8	-5	1	1	2
COc1ccc(C(=O)NCC(=O)OCC(=O)c2ccc3c(c2)NC(=O)CO3)cc1	-9	-1.7	-6	-2	-1	-13	-3	-3	6	6
COc1ccc2[nH]c(C(=O)N3CCCN(Cc4ccc(F)cc4)CC3)cc2c1	-26	-1.0	-4	2	-6	-11	5	4	2	x
O=C(COc1cc(Cl)ccc1Cl)Nc1nnc(CC(=O)N2CCOCC2)s1	-10	0.1	2	-2	-2	8	1	4	-2	12
NNC(=O)c1cccn(Cc2ccc(Cl)cc2Cl)c1=O	-3	-0.6	-10	-2	0	4	0	0	4	4
O=S(=O)(NCCOCC(F)(F)C(F)F)c1ccc2oc3ccccc3c2c1	-5	-5.3	-1	-12	x	-6	3	-1	-1	x
COc1ccc(CCNC(=O)c2nnn(CC(=O)Nc3cccc(F)c3)c2N)cc1OC	-4	1.0	11	-12	-3	-2	4	-1	2	37
Cc1nc(NCCNC(=O)c2ccco2)c2c(C)c(C)sc2n1	10	-2.1	2	0	2	-15	-2	-5	3	-11
Nc1ccc(Nc2nc(-c3cc4ccccc4oc3=O)cs2)cc1	12	6.5	-7	-9	3	-1	9	0	3	31

# Other compounds:
SMILES,MITF act,CDK5 inh,dFosB act,HTR5A inv ctr,Wnt bcat act,PvdQ acylase,HTR5A ag,NSD2 HMT inh,V-ATPase pHluor,SR-BI HDL uptake
CC1CC(C)CN(C(=O)CCNC(=O)Cn2cnc3ccccc3c2=O)C1 (centres undefined),1,8.3,3,-4,-4,2,5,1,0,-10
COC(=O)c1ccc(CSc2nnc(CNC(=O)c3cccs3)o2)o1,-6,0.6,-3,-32,1,-8,8,-1,6,5
Cc1nn(CC(=O)NCCc2ccc(Cl)cc2)c(C)c1[N+](=O)[O-],6,0.4,5,2,x,-7,-1,-1,1,19
CCOC(=O)CSc1ncc(OC)c(Sc2ccc(OC)cc2)n1,-11,-4.0,-12,19,x,-15,1,-3,0,3
O=C(COC(=O)CSc1cc(Cl)ccc1Cl)NCc1ccc2c(c1)OCO2,-8,1.9,-7,-8,-8,-17,3,-2,1,-16
Cn1cnc(C(=O)N2CCN(C(=O)OC(C)(C)C)CC2)c1C(=O)N1CCN(C(=O)OC(C)(C)C)CC1,-2,-2.3,-3,18,-1,5,4,x,1,-25
Cn1c(=S)sc2ccc3ccccc3c21,-2,1.2,-1,-6,4,-17,2,-3,-2,6
